Source: PubChem BioAssay (PCMD)
FXIIa inh mix: blocks human factor XIIa in pooled compound mixtures | P00748 | purified FXIIa, fluorogenic substrate | inhibition, % at 5 µM | 62,000 tested, 0.2% active | AID 684;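 note: 0% = enzyme without compound and 100% = no enzyme blank; some results filed as inactive read as strong as hits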
FXIa mix inh: inhibitors of human coagulation factor XIa, pooled mixtures; purified FXIa, fluorogenic substrate; inhibition, % at 5 µM; 62,000 tested, 0.19% active; AID 680; P03951;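 note: each value is inhibition by a whole ten-compound pool holding the compound; 0% = enzyme with no mixture and 100% = wells lacking enzyme; strong numbers were not always called active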
CatS inh: inhibitors of human cathepsin S | P25774 | recombinant cathepsin S, AMC dipeptide fluorescence, pooled mixtures | inhibition, %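 (tested at 5 µM per compound within 10-compound mixtures)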 | 62,000 tested, 0.06% active; in the data active = inhibition above about 32%, passing the limit was not always enough; inconclusive = no clear call, values can overlap the other calls;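 note: 0% = enzyme without compound and 100% = blank without enzyme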
Target sequence (P25774 115-331 limits assumed): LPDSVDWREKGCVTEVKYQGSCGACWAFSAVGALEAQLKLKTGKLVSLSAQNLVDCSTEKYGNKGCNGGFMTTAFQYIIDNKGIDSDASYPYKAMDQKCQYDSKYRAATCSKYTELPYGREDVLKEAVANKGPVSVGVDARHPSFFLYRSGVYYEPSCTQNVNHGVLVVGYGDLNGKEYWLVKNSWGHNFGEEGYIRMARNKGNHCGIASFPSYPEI
CatB inh: blocks human cathepsin B protease activity; P07858; purified cathepsin B, fluorogenic substrate, fluorescence; inhibition, %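 (tested at 10 µM)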; 63,000 tested, 0.1% active; in the data active = inhibition above about 21%;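 note: 0% = enzyme with no compound and 100% = no enzyme blank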
CatB mixtures: human cathepsin B inhibition by mixtures; inhibition, %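 (ten-compound pools at 5 µM per compound and 50 µM total)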; P07858; AID 488; Purified cathepsin B, AMC dipeptide fluorescence, compound mixtures; 62,000 tested, 0.06% active; in the data active = inhibition above about 22%, passing the limit was not always enough; inconclusive = no clear call, values can overlap the other calls;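 note: 0% = enzyme without compound and 100% = no enzyme blank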
AP complement: alternative pathway complement inhibition, orthogonal assay | Human serum alternative complement pathway, LPS-coated ELISA, C3 deposition; tested in compound mixtures | inhibition, % at 5 µM | 62,000 tested, 0.08% active | AID 1235;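 active = inhibition above 30% in each of the two pooled mixtures holding the compound, so the lower value exceeds 30%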;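 note: 0% = serum in Mg-EGTA without compound and 100% = EDTA serum blank; some compounds past the cut are filed as inactive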
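Test system – human serum alternative complement pathway, C3 deposition on LPS-coated wells · Buffer or medium – diluted human serum in Mg2+-EGTA GVB++ · Compound dosing – 5 µM each compound, pools of ten, 50 µM per pool · Schedule – 1 h serum-compound exposure at 37 °C · Measured by – Anti-C3 ELISA, OD 450 nm · Read-out basis – percent inhibition of C3 deposition onto LPS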
C1s inh: human complement C1s inhibition | P09871 | purified C1s, fluorogenic AMC substrate, pooled mixtures | mean inhibition % of two 10-compound mixtures (active compounds read high), % at 5 µM (by protocol) | 62,000 tested, 0.16% active;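 active = inhibition above 20% in each of the two 10-compound mixture wells holding the compound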;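 note: 0% = enzyme wells lacking compound mixture and 100% = no-enzyme blank wells; some compounds called inactive have numbers as strong as hits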
Target sequence (P09871 16-437 limits assumed): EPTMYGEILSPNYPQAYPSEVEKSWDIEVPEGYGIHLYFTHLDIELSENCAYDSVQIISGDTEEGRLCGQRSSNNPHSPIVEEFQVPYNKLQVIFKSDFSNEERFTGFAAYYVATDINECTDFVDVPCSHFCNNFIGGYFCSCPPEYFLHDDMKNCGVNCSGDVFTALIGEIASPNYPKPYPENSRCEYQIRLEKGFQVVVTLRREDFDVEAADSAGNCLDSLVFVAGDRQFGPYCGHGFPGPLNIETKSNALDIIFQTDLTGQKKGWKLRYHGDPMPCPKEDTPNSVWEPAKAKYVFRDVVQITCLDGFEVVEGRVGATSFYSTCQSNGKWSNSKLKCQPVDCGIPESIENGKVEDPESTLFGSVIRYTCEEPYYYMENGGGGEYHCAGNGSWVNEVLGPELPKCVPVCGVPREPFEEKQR
Target sequence (P09871 438-688 limits assumed): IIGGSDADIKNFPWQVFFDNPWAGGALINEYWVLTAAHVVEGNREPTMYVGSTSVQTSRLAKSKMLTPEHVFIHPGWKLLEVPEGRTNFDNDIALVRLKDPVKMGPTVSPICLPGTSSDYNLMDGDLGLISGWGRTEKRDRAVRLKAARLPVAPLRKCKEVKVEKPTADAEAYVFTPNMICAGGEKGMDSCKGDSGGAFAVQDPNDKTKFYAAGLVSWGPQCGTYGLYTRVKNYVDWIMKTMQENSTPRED
CatL inh: inhibitors of human cathepsin L; inhibition, %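 (tested at 10 µM)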; 58,000 tested, 0.17% active; P07711; purified cathepsin L, fluorogenic substrate, fluorescence; AID 460; in the data active = inhibition above about 45%;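 note: 0% = enzyme with no compound and 100% = no enzyme blank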
CatG inh: inhibitors of human cathepsin G. purified enzyme, AMC-tetrapeptide fluorescence, pooled mixtures. inhibition, % at 5 µM (by protocol). 62,000 tested, 0.2% active. AID 581;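 active = inhibition above 20% in each of the two mixture wells holding the compound; inactive = inhibition of 20% or less in either well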;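 note: 0% = enzyme control without mixture and 100% = blank lacking enzyme; strong numbers were not always called active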
Starred values were filed as active, the others as inactive. Cut-off read from the data, not from the text of the source, unless noted: active = inhibition above about 20% (passing the limit was not always enough); inactive = the rest. Only part of the results is shown; count on the stated rates, not on these rows.

`COc1ccc(-n2c(Cc3cccn3C)nnc2SCC(=O)Nc2ccc(Cl)cc2)cc1` gave FXIIa inh mix -6, FXIa mix inh 7, CatS inh 2, CatB inh 5, CatB mixtures 7, AP complement 12, C1s inh 17, CatL inh 35 and CatG inh 11.
`Cc1occc1-c1nc(-c2ccccn2)no1` gave FXIIa inh mix 8, FXIa mix inh 2, CatS inh 7, CatB inh 4, CatB mixtures 2, AP complement -1, C1s inh 0 and CatG inh 8.
Screening CC1CCN(c2nc(-c3ccccc3)cc(C(F)(F)F)n2)CC1 returned FXIIa inh mix 4, FXIa mix inh 1, CatS inh 5, CatB inh 1, CatB mixtures 0, AP complement -4, C1s inh 39, CatL inh -5 and CatG inh 10.
`CCOc1ccc(NC(=O)Cn2nnc(C(=O)NCc3ccccc3OC)c2N)cc1` gave FXIIa inh mix -2, FXIa mix inh -5, CatS inh 6, CatB inh 2, CatB mixtures 0, AP complement 11, C1s inh -109 and CatG inh -9.
For Cc1onc(-c2c(Cl)cccc2Cl)c1C(=O)Nc1ccc2c(c1)OCO2 the results were FXIIa inh mix -6, FXIa mix inh 12, CatS inh -6, CatB inh 5, CatB mixtures -2, AP complement 15, C1s inh 14, CatL inh 17 and CatG inh 8.
`COc1ccc(N2CCN(CCCNC(=O)CN3CCN(Cc4ccccc4C)C3=O)CC2)cc1` gave FXIIa inh mix 4, FXIa mix inh 1, CatS inh 0, CatB inh 2, CatB mixtures 2, AP complement 14, C1s inh 0, CatL inh 11 and CatG inh -1.
CCn1ncc(CN2CCN(C(=O)Nc3ccccc3C(=O)OC)CC2)c1C was read as FXIIa inh mix 1, FXIa mix inh 5, CatS inh -3, CatB inh -3, CatB mixtures 3, AP complement 8, C1s inh 17, CatL inh 9 and CatG inh 10.
Screening COc1ccc(CNCC(O)COCc2cccs2)cc1 (centres undefined) returned FXIIa inh mix -4, FXIa mix inh 8, CatS inh 9, CatB inh -3, CatB mixtures -4, AP complement 5, C1s inh -11, CatL inh 23 and CatG inh -1.
Screening CC1=C(C(N)=O)C(c2ccc(C)o2)C(C(N)=O)=C(C)N1 returned FXIIa inh mix 2, FXIa mix inh 2, CatS inh -1, CatB inh 8, CatB mixtures 1, AP complement 22, C1s inh 3, CatL inh -3 and CatG inh 8.
For CC(C)(C)c1cc(NS(=O)(=O)c2ccc3c(c2)OCCO3)on1 the results were FXIIa inh mix 5, FXIa mix inh 7, CatS inh -7, CatB inh -2, CatB mixtures 4, AP complement 16, C1s inh -4, CatL inh -2 and CatG inh 0.
For C=C(c1cccc2ccccc12)P(=O)(O)O the results were FXIIa inh mix 6, FXIa mix inh 5, CatS inh 1, CatB inh -6, CatB mixtures 4, AP complement 4, C1s inh -22, CatL inh 0 and CatG inh 2.
`O=c1[nH]c2cc3c(cc2cc1CN(Cc1nnnn1CC1CCCO1)C1CCCCC1)OCO3` (centres undefined) gave FXIIa inh mix -2, FXIa mix inh 5, CatS inh 12, CatB inh -1, CatB mixtures 4, AP complement 9, C1s inh 8, CatL inh -12 and CatG inh 12.
Screening O=C(NCc1cccs1)c1cc(-c2cccs2)on1 returned FXIIa inh mix -9, FXIa mix inh 10, CatS inh 1, CatB inh 2, CatB mixtures 0, AP complement 9, C1s inh 12, CatL inh 7 and CatG inh 34*.
Screening Cc1ccc2cc(COC(=O)c3ccncc3)c(=O)[nH]c2c1 returned FXIIa inh mix 1, FXIa mix inh 0, CatS inh 7, CatB inh 0, CatB mixtures 3, AP complement -9, C1s inh 6, CatL inh 26 and CatG inh 6.
Screening CC(=O)NC(C)C12CC3CC(CC(CC(=O)O)(C3)C1)C2 (centres undefined) returned FXIIa inh mix 1, FXIa mix inh 6, CatS inh 16, CatB inh 4, CatB mixtures 5, AP complement 5, C1s inh 14, CatL inh 9 and CatG inh 11.
CS(=O)(=O)Nc1ccc(C(=O)N2CCCCC2)cc1 was read as FXIIa inh mix 8, FXIa mix inh 7, CatS inh -1, CatB inh 4, CatB mixtures -1, AP complement 12, C1s inh 5 and CatG inh 11.
For COc1ccc(C(OC(=O)c2ccco2)C(=O)NCc2ccco2)cc1 (centres undefined) the results were FXIIa inh mix 5, FXIa mix inh 8, CatS inh 8, CatB inh -1, CatB mixtures -3, AP complement 11, C1s inh -43, CatL inh 7 and CatG inh 2.
Screening Cn1c(=O)c2c(nc3sccn32)n(C)c1=O returned FXIIa inh mix 2, FXIa mix inh 8, CatS inh -12, CatB inh 4, CatB mixtures 8, AP complement 15, C1s inh 15, CatL inh -6 and CatG inh 11.
Screening c1cn(CC2(Cn3ccnc3)COC2)cn1 returned FXIIa inh mix -3, FXIa mix inh -25, CatS inh -11, CatB inh -1, CatB mixtures -7, AP complement 9, C1s inh -96, CatL inh 8 and CatG inh -17.
`Cc1ccc(C(=O)Nc2ccc(O)c(C(=O)O)c2)o1` gave FXIIa inh mix 12, FXIa mix inh 3, CatS inh 3, CatB inh 1, CatB mixtures -3, AP complement -1, C1s inh -12, CatL inh 2 and CatG inh 1.
For O=C1CC(c2ccco2)CC2=C1C(c1ccccc1)n1nc(C(F)(F)F)nc1N2 (centres undefined) the results were FXIIa inh mix 2, FXIa mix inh -3, CatS inh inconclusive, CatB inh 1, CatB mixtures -1, AP complement 3, C1s inh -22, CatL inh 24 and CatG inh -2.
CCn1c(SCc2nc3ccccc3[nH]2)nnc1-c1cccs1 was read as FXIIa inh mix 6, FXIa mix inh -9, CatS inh -3, CatB inh 0, CatB mixtures 0, AP complement 9, C1s inh 1, CatL inh -12 and CatG inh 6.
`COC(=O)CCC(=O)Nc1ccc(Br)cc1` gave FXIIa inh mix 3, FXIa mix inh -6, CatS inh 2, CatB inh 2, CatB mixtures 2, AP complement 11, C1s inh -12, CatL inh -6 and CatG inh 7.
For CCOc1ccc2[nH]c(=O)c(C(c3nnnn3CCOC)N3CCOCC3)cc2c1 (centres undefined) the results were FXIIa inh mix 13, FXIa mix inh 5, CatS inh 15, CatB inh 3, CatB mixtures 9, AP complement 0, C1s inh 1, CatL inh -56 and CatG inh 13.
`O=C1CC(c2ccco2)CC(O)=C1C=NCC1CCNCC1` (centres undefined) gave FXIIa inh mix -2, FXIa mix inh 5, CatS inh -1, CatB inh 4, CatB mixtures 3, AP complement 22, C1s inh 11, CatL inh -5 and CatG inh 9.
For Oc1cccc(Nc2nc(NCC3CCCO3)c3ccccc3n2)c1 (centres undefined) the results were FXIIa inh mix -25, FXIa mix inh 7, CatS inh 1, CatB inh -1, CatB mixtures -3, AP complement 5, C1s inh 7, CatL inh 8 and CatG inh 3.
For CC1CCN(CCCNC(=O)C2CCN(S(=O)(=O)N3CCCCC3)CC2)CC1 the results were FXIIa inh mix -2, FXIa mix inh -3, CatS inh -1, CatB inh 1, CatB mixtures 2, AP complement 21, C1s inh -4, CatL inh 2 and CatG inh 4.
Cc1cc(C)cc(N2CC(c3nc4ccccc4n3C)CC2=O)c1 (centres undefined) was read as FXIIa inh mix 6, FXIa mix inh 7, CatS inh -1, CatB inh -2, CatB mixtures 4, AP complement 18, C1s inh -30, CatL inh -4 and CatG inh -1.
Screening Cc1cc(C(=O)N2CCc3ccccc32)n(-c2ccccc2)n1 returned FXIIa inh mix 0, FXIa mix inh 5, CatS inh -2, CatB inh 0, CatB mixtures 3, AP complement 17, C1s inh 5 and CatG inh 7.
CCOC(=O)C(NC(=O)CC)(Nc1ccccc1OC)C(F)(F)F (centres undefined) was read as FXIIa inh mix 1, FXIa mix inh 18, CatS inh 5, CatB inh -3, CatB mixtures 4, AP complement 7, C1s inh 4, CatL inh 8 and CatG inh 11.
For C=C(C)Cn1c(N2CC(C)CC(C)C2)nc2c1c(=O)[nH]c(=O)n2C (centres undefined) the results were FXIIa inh mix -2, FXIa mix inh 8, CatS inh 9, CatB inh 11, CatB mixtures 5, AP complement 4, C1s inh 12, CatL inh -3 and CatG inh 16.
COc1ccc(N(C)C(=O)Nc2ccc3c(c2)nnn3C)cc1 was read as FXIIa inh mix 4, FXIa mix inh 5, CatS inh -2, CatB inh 0, CatB mixtures -11, AP complement -6, C1s inh -50, CatL inh 7 and CatG inh -14.
`O=P(O)(CCCCP(=O)(O)CCc1ccccc1)CCc1ccccc1` gave FXIIa inh mix 0, FXIa mix inh 10, CatS inh 10, CatB inh 1, CatB mixtures 4, AP complement 8, C1s inh -45, CatL inh -1 and CatG inh -6.
For Cc1ccc(C)c(S(=O)(=O)Nc2ccccc2C(=O)Nc2cc(C)on2)c1 the results were FXIIa inh mix 8, FXIa mix inh -5, CatS inh 2, CatB inh -4, CatB mixtures -3, AP complement 5, C1s inh -8, CatL inh -2 and CatG inh -1.
`c1ccc(Nc2nc(N3CCCCC3)nc(N3CCNCC3)n2)cc1` gave FXIIa inh mix 8, FXIa mix inh -29, CatS inh -6, CatB inh 6, CatB mixtures -10, AP complement 6, C1s inh -132 and CatG inh -10.
CC1CC(C)CN(CC(=O)Nc2ccc(S(N)(=O)=O)cc2)C1 (centres undefined) was read as FXIIa inh mix -11, FXIa mix inh 4, CatS inh -13, CatB inh 1, CatB mixtures 4, AP complement 8, C1s inh 7, CatL inh -5 and CatG inh 10.
Screening O=C(O)C1C2CCC(C2)C1C(=O)Nc1cc(F)ccc1F (centres undefined) returned FXIIa inh mix 0, FXIa mix inh 1, CatS inh -10, CatB inh 3, CatB mixtures 1, AP complement 21, C1s inh 2, CatL inh -2 and CatG inh 8.
For C=C(C)c1cccc(C(C)(C)NC(=O)NCCCN2CCCC2=O)c1 the results were FXIIa inh mix -24, FXIa mix inh 0, CatS inh 23, CatB inh -3, CatB mixtures 1, AP complement 6, C1s inh -14, CatL inh -2 and CatG inh -2.
Cn1c(Cn2c(=O)sc3ccccc32)nnc1SCC(=O)NCCc1ccccc1 was read as FXIIa inh mix 1, FXIa mix inh 7, CatS inh -1, CatB inh 1, CatB mixtures 4, AP complement 16, C1s inh 17 and CatG inh 11.
For CC1CCCN(C(=O)CN2C(=O)c3ccccc3C2=O)C1 (centres undefined) the results were FXIIa inh mix -17, FXIa mix inh -7, CatS inh 2, CatB inh 7, CatB mixtures 2, AP complement 0, C1s inh -40, CatL inh -5 and CatG inh 12.
N#Cc1ccc2ccn(CC(=O)N3CCCc4ccccc43)c2c1 was read as FXIIa inh mix -9, FXIa mix inh 11, CatS inh 2, CatB inh -1, CatB mixtures 4, AP complement 5, C1s inh -8, CatL inh 13 and CatG inh -3.
Screening CCOC(=O)c1sc(N)nc1-c1ccccc1 returned FXIIa inh mix 17, FXIa mix inh -28, CatS inh -28, CatB inh -1, CatB mixtures 14, AP complement 30, C1s inh -192, CatL inh -8 and CatG inh -16.
Screening O=C(CSc1nnc(-c2cccnc2)n1C1CCCCC1)NC1CCCC1 returned FXIIa inh mix -19, FXIa mix inh -13, CatS inh 6, CatB inh 2, CatB mixtures 1, AP complement -17, C1s inh -4, CatL inh -2 and CatG inh 0.
`O=S(=O)(O)c1nc2ccccc2n1CCOc1ccccc1` gave FXIIa inh mix 3, FXIa mix inh 6, CatS inh 5, CatB inh 3, CatB mixtures 4, AP complement 1, C1s inh 13, CatL inh 18 and CatG inh 12.
